# Screening data (PubChem)
# CCT chaperon mod: cytosolic chaperonin activity modulation | actives 0.3% (n = 360,000) | purified chaperonin ATPase assay, HTRF ADP detection, 30 min | activity change, % (concentration not given with the values), hits read low; in the data active means activity change below about -30%; further: on the % scale 0 is the no-effect control and ±100 the full control effect
#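 TRiC (40 or 20 nM final, by batch activity) in 30 mM Tris pH 7.4, 100 mM KCl, 5 mM MgCl2, 1 mM DTT was treated with compound at 76 uM single dose, then 10 uM ATP, 30 min at 37 °C. ADP was read by HTRF Transcreener.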
# A549 tox: A549 cytotoxicity, counter-screen for Nrf2 inhibitors | A549 ARE-Fluc cells, CellTiter-Fluor viability, 18-24 h | Potency, µM (titrated, usually from 46 µM), for inactives: top-dose activity change, negative = cytotoxicity, actives largely listed as inhibitors | actives 0.16% (n = 390,000); further: potency means the concentration at half of the fitted maximal effect; on the % scale 0 is the no-effect control and ±100 the full control effect
#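 A549 ARE-Fluc cells in 5% FBS OPTI-MEM, 5000 cells/well, rested 2 h then exposed to compounds in concentration-response for 18-24 h at 37 °C. Viability by CellTiter-Fluor fluorescence (Ex 405/Em 525) after 30 min; luciferase luminescence (BugLite, 15 min, RT) read afterwards.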
# Nrf2 block: inhibitors of Nrf2 signaling | actives 2.1% (n = 360,000) | Potency, µM (highest dose often 46 µM), for the others: at the highest dose activity change, negative = inhibition, actives largely listed as inhibitors | AID 504444 | A549 ARE-Fluc reporter, luciferase luminescence, 18-24 h; further: potency means the concentration at half of the fitted maximal effect; on the % scale 0 is the no-effect control and ±100 the full control effect; nearly all actives have a fitted effect of over 60% in size
#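 Quantitative HTS in A549 cells stably bearing an antioxidant response element-firefly luciferase construct. Inhibition of Nrf2-driven transcription was scored by luminescence after 18-24 h of compound exposure at 37 °C.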
# TGFb SMAD3 inh: blocks TGF-b signaling. HepG2 CAGA-GFP TGF-b/SMAD3 reporter, GFP fluorescence, 18 h; TGF-beta stimulated, 500 pg/mL final. Potency, µM (doses to about 46.1 µM), without a hit: top-dose activity, negative = inhibition, usual class: inhibitors. actives 1.2% (n = 410,000); further: potency means the concentration at half of the fitted maximal effect; on the % scale 0 is the no-effect control and ±100 the full control effect; nearly all actives have a fitted effect of over 65% in size
#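 Cell-based qHTS in HEPG2 carrying a CAGA-GFP Smad reporter; compounds added before 500 pg/mL final TGF-beta, 18 h incubation at 37 degrees C, GFP fluorescence quantified per cell by imaging cytometry.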
# ATXN viability: viability counter-screen for ATXN expression inhibitors; actives 0.49% (n = 400,000); Potency, µM (doses to about 56.7 µM), hits mostly cytotoxic; AID 651635; S2 cells (HEK-293 line with an ATXN2-luciferase reporter) viability, CellTiter-Fluor protease fluorescence, 24 h; further: potency means the concentration at half of the fitted maximal effect; nearly all actives have a fitted effect of over 40% in size
# HepG2 tox: counter-screen for TGF-b inhibitors: cytotoxicity in HepG2 cells | Potency, µM (doses to about 46.1 µM), for inactives: top-dose activity change, negative = cytotoxicity, most hits filed as cytotoxic | HepG2 CAGA-GFP viability, ATP luminescence, 18 h | actives 0.76% (n = 410,000) | AID 588856; further: potency means the concentration at half of the fitted maximal effect; some results filed as inactive show a strong effect at the top dose
#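 HepG2 CAGA-GFP cells (1000/well, DMEM with 1% FBS) received compound, then TGF-beta at 500 pg/mL final, and were incubated 18 hours at 37 degrees C. Viability was read by CellTiter-Glo luminescence. Media-only wells were set as complete cell-killing and DMSO as no toxicity.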
# MmCpn inh: inhibitors of Methanococcus maripaludis chaperonin (MmCpn). purified Mm-Cpn ATPase, ADP Transcreener TR-FRET. Potency, µM (highest dose often 76.9 µM), inactives show at the highest dose activity, negative = inhibition, hits mostly inhibitors. actives 0.031% (n = 330,000); further: potency means the concentration at half of the fitted maximal effect; on the % scale 0 is the no-effect control and ±100 the full control effect; nearly all actives have a fitted effect of over 80% in size
#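 Compound-treated chaperonin, 25 nM final, turns over 10 uM ATP at 37°C for 30 min following a 10 min preincubation; ADP generated competes with ADP-d2 for Eu-cryptate antibody, lowering FRET.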
# Nrf2 activator: activators of Nrf2 (ARE) signaling; AREc32 ARE-luciferase reporter (MCF7-derived line), luminescence, 24 h; Potency, µM (titrated, usually from 46.1 µM), for inactives: at the highest dose activation, usual class: activators; actives 0.31% (n = 410,000); further: potency means the concentration at half of the fitted maximal effect; % of control where 0% means no effect; nearly all actives have a fitted effect of over 65% in size
#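 Each well held 1000 AREc32 cells, which were incubated with compound for 24 hr at 37 deg C after overnight attachment, and ARE reporter activity was quantified by firefly luciferase luminescence.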
# Akt phos inh: Akt phosphorylation inhibition. AID 651550. Neuro2A IGF-stimulated pAkt S473 HTRF, 20 min; stronger effect = lower value. activity change, % for hits at 50 µM. actives 0.32% (n = 360,000); in the data active means activity change below about -80%; inconclusive means mostly about -51% to -80%; further: on the % scale 0 is the no-effect control and ±100 the full control effect
#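 Neuro2A cells in DMEM with 0.5% FBS, overnight at 37 deg C, given compound at single 50 µM final, then IGF (6 nM final) for 20 min at 37 deg C. Lysed; phospho-Akt Ser473 by HTRF after 24 h, 665/615 ratio.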
# * = called active by the depositor; i = inactive; ? = inconclusive; · = not tested or not shown; & = joins results of further samples; [ ] = remark or other dose. Unless noted, the call rests on the fitted dose curve; in most records, active means well fitted curve in the direction sought with a large enough effect; inconclusive means small, poorly fitted or top-dose-only effect, or another doubt; inactive means no such curve, though single readings can be large; an effect the other way counts as inactive or inconclusive.
SMILES,CCT chaperon mod,A549 tox,Nrf2 block,TGFb SMAD3 inh,ATXN viability,HepG2 tox,MmCpn inh,Nrf2 activator,Akt phos inh
O=C(NNC(=S)Nc1ccccc1)NNC(=S)Nc1ccccc1,-2.3,1%,16%,-25%,i,-4%,-1%,0.3%,i
N#C/C(=N\Nc1ccc(S(=O)(=O)N2CCOCC2)cc1)C(N)=S,0.3,-19%,-9%,-22%,?,-10%,-6%,8.3%,i
Cc1csc(=Nc2ccccc2)n1CCCN1CCCC1=O,0.4,2%,5%,2%,i,7%,-6%,3.3%,i
COc1ccc(-c2cc(C(F)(F)F)c3c(n2)sc2c(O)cc(=O)[nH]c23)c(OC)c1,-1.3,-3%,-19%,8%,i,2.2µM*,-4%,10.0%,i
Cc1cc(NC(=O)CSC2=NS(=O)(=O)c3cc(F)ccc3N2)no1,-0.5,7%,3%,-9%,i,-8%,-1%,0.4%,i
Cc1ccc(-c2nnn(CC(=O)N(CC(=O)NCC3CCCO3)c3ccccc3)n2)o1 (stereo unspecified),0.3,4%,20%,?,i,-1%,1%,0.1%,i
CN(C(=O)COC(=O)c1cccc(S(=O)(=O)N2CCCCCC2)c1)C1CCS(=O)(=O)C1 (stereo unspecified),-1.2,-4%,4%,-19%,?,-4%,1%,0.0%,i
COc1ccccc1OCCn1cc(C=O)c2ccccc21,-1.8,-1%,-5%,-29%,i,-19%,1%,-1.7%,i
COc1cc(Cl)ccc1OC1(C)CCN(Cc2cccc(OC)c2OC)C1 (stereo unspecified),-3.9,·,·,-6%,i,-41%,·,-0.7%,i
COc1ccccc1CNC(=O)c1cc2sccc2n1Cc1ccc(F)cc1,·,2%,-5%,?,i,-41%,·,-0.5%,·
CC1C=CCC2C(=O)N(c3ccc(OC(=O)c4ccco4)cc3)C(=O)C12 (stereo unspecified),-0.8,1%,2%,-19%,i,-5%,0%,0.4%,i
O=c1oc2ccccc2c(NCc2ccccc2F)c1[N+](=O)[O-],-0.8,3%,?,-4%,i,-28%,2%,1.4%,i

# Profiles, looked up by structure. Values in the order: CCT chaperon mod	A549 tox	Nrf2 block	TGFb SMAD3 inh	ATXN viability	HepG2 tox	MmCpn inh	Nrf2 activator	Akt phos inh
# Shown for `COc1ccc(-c2cc(C(F)(F)F)c3c(n2)sc2c(O)cc(=O)[nH]c23)c(OC)c1` : -1.3	-3%	-19%	8%	i	2.2µM*	-4%	10.0%	i
# Shown for `O=C(NNC(=S)Nc1ccccc1)NNC(=S)Nc1ccccc1` : -2.3	1%	16%	-25%	i	-4%	-1%	0.3%	i

# Structures shown so far containing two or more sulfur atoms:
SMILES,CCT chaperon mod,A549 tox,Nrf2 block,TGFb SMAD3 inh,ATXN viability,HepG2 tox,MmCpn inh,Nrf2 activator,Akt phos inh
O=C(NNC(=S)Nc1ccccc1)NNC(=S)Nc1ccccc1,-2.3,1%,16%,-25%,i,-4%,-1%,0.3%,i
N#C/C(=N\Nc1ccc(S(=O)(=O)N2CCOCC2)cc1)C(N)=S,0.3,-19%,-9%,-22%,?,-10%,-6%,8.3%,i
Cc1cc(NC(=O)CSC2=NS(=O)(=O)c3cc(F)ccc3N2)no1,-0.5,7%,3%,-9%,i,-8%,-1%,0.4%,i
CN(C(=O)COC(=O)c1cccc(S(=O)(=O)N2CCCCCC2)c1)C1CCS(=O)(=O)C1 (stereo unspecified),-1.2,-4%,4%,-19%,?,-4%,1%,0.0%,i

# Next compounds follow:
SMILES,CCT chaperon mod,A549 tox,Nrf2 block,TGFb SMAD3 inh,ATXN viability,HepG2 tox,MmCpn inh,Nrf2 activator,Akt phos inh
Cc1cccc(NC(=O)c2cc3c([nH]c2=O)CC(c2ccccc2)CC3=O)c1 (stereo unspecified),·,0%,·,-8%,i,-24%,·,0.6%,·
Cn1nc([N+](=O)[O-])c(C(C#N)c2ccccn2)c(Cl)c1=O (stereo unspecified),1.8,?,12µM*,?,?,13µM*,-12%,?,i
O=C(O)C1CCc2sc3[nH]c(=S)n(-c4ccccc4)c(=O)c3c21 (stereo unspecified),-2.4,2%,11%,7%,i,5%,-8%,-0.1%,i
COCC(=O)OCC(=O)Nc1cc(C)c(C)cc1[N+](=O)[O-],-1.4,1%,12%,-14%,i,-12%,3%,2.0%,i
Cc1ccc(NC(=O)Cn2c(=O)n(Cc3nc(C)no3)c(=O)c3cc4c(cc32)OCO4)c(Cl)c1,·,1%,9%,-6%,i,8%,·,-0.3%,·
Cc1cn([C@H]2C[C@H](O)[C@@H](CCC(=O)NC(c3ccccc3)c3ccccc3)O2)c(=O)[nH]c1=O,-0.6,-4%,9%,-5%,i,3%,·,0.0%,i
CC(C)C(=O)N1CCC1(C)C(=O)Nc1ccc(-n2cccc2)cc1 (stereo unspecified),1.6,·,·,-6%,i,-3%,·,-1.0%,i
COc1ccc(CCNC(=O)CNCC2CCCO2)cc1OC (stereo unspecified),-2.7,0%,7%,-1%,i,-16%,2%,0.5%,i
O=C(N/N=C/c1cccs1)c1cc(-c2cccc3ccccc23)n[nH]1,-1.7,4%,?,1%,?,-32%,-1%,5.5%,i
CCOc1cc(/C=N/NC(=O)c2cccnc2)ccc1OCC(N)=O,-3.9,1%,4%,5%,i,1%,0%,-0.7%,i
Nc1ccc(-c2cn3cccnc3n2)cc1,-1.7,-1%,?,20%,i,-4%,-2%,1.0%,i
O=C(COC(=O)c1ccc(Br)o1)NC12CC3CC(CC(C3)C1)C2,-1.6,2%,10%,6%,i,-4%,6%,-0.7%,i
CC(=O)c1cccc(NC(=O)N2CCC(c3ccc(C)cc3)C2)c1 (stereo unspecified),1.1,15%,28%,-9%,i,-2%,3%,2.0%,i
Cc1cc(C)c2[nH]c(=O)c(C(c3nnnn3CC3CCCO3)N3CCCC(C)C3)cc2c1 (stereo unspecified),1.1,-6%,6%,-2%,i,0%,-1%,-0.6%,i
Cc1ccc(C(=O)N/N=C/c2cc(Br)ccc2O)cn1,0.8,-2%,-18%,?,?,-34%,1%,-1.0%,i
Cc1ccc(C)c(N(CC(=O)NC2CCCCC2)C(=O)c2snc(C(N)=O)c2N)c1,-2.8,-3%,2%,20%,i,1%,-2%,-0.6%,i
CC(C)CC(=O)c1c(O)c(C=O)c(O)c2c1O[C@@]1(C)[C@@H](C2)C[C@H]2C[C@@H]1C2(C)C,0.7,5%,-12%,-18%,i,-8%,0%,-1.0%,i
Cc1ccnc(NC(=O)c2ccc(S(=O)(=O)N3CCC(C)CC3)cc2)c1,-1.5,1%,?,-1%,i,-2%,2%,0.0%,i
O=c1[nH]cnc2c1ncn2C1OC(CO)CC1F (stereo unspecified),1.4,·,·,7%,i,-1%,·,-1.4%,i
COc1ccc(NC(=O)Nc2cccc(C(F)(F)F)c2)cn1,0.8,?,?,?,i,-25%,0%,-0.4%,i
CCCn1ncc(CN2CCC(n3nccc3NC(=O)c3ccccc3Cl)CC2)c1C,0.5,-9%,-1%,-9%,i,-12%,1%,-0.8%,i
CCCCc1c(O)nc(SCC(=O)N2CCOCC2)n(-c2ccc(C)cc2)c1=O,-1.5,·,·,-10%,i,4%,·,-1.8%,i
Oc1c(C2=NCCNC(C(F)(F)F)=C2)ccc2ccccc12,-4.8,-11%,?,-29%,i,-13%,-7%,17%,i
CCN(CC)c1ccc2c(Cl)cc(=O)oc2c1,0.9,20%,20%,?,·,-19%,0%,?,i
Cc1cc(NC(=O)CS(=O)(=O)c2ccc(F)cc2)no1,2.5,7%,2%,4%,i,6%,2%,0.3%,i
COc1ccc(Cn2c(CCC(=O)Nc3cc(OC)c(OC)c(OC)c3)nc3cccnc32)cc1,·,-13%,-21%,-1%,?,-14%,·,4.4%,·
Cc1ccc(/C=N/N2CCN(C3c4ccccc4-c4ccccc43)CC2)s1,-56*,10%,-13%,0%,i,-4%,0%,0.1%,i
COc1ccccc1N1CCN(C(=O)c2cc(=O)c3cc(C)cc(C)c3o2)CC1,-1.8,-22%,?,?,?,4%,-2%,-0.8%,i
COc1cccc(N2CCN(Cc3cccnc3)CC2)c1,-0.9,1%,?,-3%,i,-8%,-1%,0.2%,i
Cc1cccc(C(=O)NCC2CCN(C(=O)c3cccc(C)c3)CC2)c1,1.0,-2%,0%,?,?,3%,-5%,0.5%,i
CCN(CC)CCNS(=O)(=O)c1ccc2c3c(cccc13)C(=O)N2,-0.6,4%,-2%,?,·,0%,-4%,0.2%,i
O=S1(=O)CCOCCCN1Cc1cccc(F)c1,-1.7,2%,-9%,1%&4%,i,18%&17%,-2%,-0.2%,i
O=C(N/N=C/c1cc(Br)cs1)c1c[nH]c2ccccc12,-0.9,9%,-18%,-17%,i,-35%,-1%,10%,i
Cc1cccc(S(=O)(=O)NNC(=O)c2sc(C)nc2C)c1,-2.1,1%,-22%,-3%,i,9%,2%,-1.0%,i
CCOC(=O)C(C)Sc1ccc2nnc(CCNS(=O)(=O)c3ccccc3)n2n1 (stereo unspecified),-1.7,-2%&9%,8%&10%,-5%&-11%,i,-3%&-23%,-7%,0.4%&-0.8%,i
COc1ccc(Nc2nnc(-c3ccc(C)c(S(=O)(=O)NCc4nc5ccccc5[nH]4)c3)c3ccccc23)cc1,·,?,-19%,7.9µM*,?,35%,·,0.0%,·
Cc1cc(C)c(NS(=O)(=O)c2ccc(NC(=O)CCC(=O)O)cc2)c(C)c1,-2.1,1%,3%,7%,i,-4%,2%,-0.8%,i
CC(C)C(CO)NC(=O)CC(=O)NC(CO)C(C)C (stereo unspecified),-9.7,10%[1.84 µM],6%,-24%,i,5%,1%,-0.9%,i
CN(C)S(=O)(=O)c1ccc(Cl)c(NC(=O)c2ccncc2)c1,-1.3,-3%,-9%,5%,i,-6%,0%,-0.5%[9.22 µM],i

# Random draw from the library; about 4.4% have a hit in one of these screens.
